Screening data as filed in PubChem BioAssay.
NALP1 yeast inh = blocks the NALP1 inflammasome reconstituted in yeast | 280,000 tested, 0.61% active | inhibition, % at 10 µM | S. cerevisiae NALP1/ASC/caspase-1 growth, X-gal OD620, 72 h; in the data active = inhibition mostly above about 24%, no sharp cut-off; inactive = mostly below about 32%; note: some compounds called inactive have numbers as strong as hits
MEKK2mut PB1 HTS = signal of MEK5 binding to mutant human MEKK2 PB1 domain; bead flow cytometry, Alexa488-MEK5 binding to MEKK2 mutant; percent response, % at 10 µM; 290,000 tested, 0.35% active; in the data active = percent response above about 24%, passing the limit was not always enough; note: inactives centre near 1; some results filed as inactive read as strong as hits
FID counter = fluorescent intercalator displacement, NS3 helicase counter-screen. DNA fluorescent intercalator displacement, fluorescence. AID 1845. inhibition, % at 7.9 µM. 290,000 tested, 0.17% active; in the data active = inhibition above about 37%;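 note: 0% = vehicle and 100% = reference compound; higher means more ethidium bromide displaced from hairpin DNA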
HCV NS3 hel inh = blocks Hepatitis C virus NS3 helicase unwinding; NS3 helicase DNA unwinding, Cy5 molecular beacon fluorescence; AID 1800; 290,000 tested, 0.56% active; inhibition, % at 10.9 µM;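 active = inhibition above the mean of all tested compounds plus 3 SD, set per campaign, cut at about 35% in these data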;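 note: 0% = DMSO wells and 100% = thioflavine S control wells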
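System: Hepatitis C virus NS3 helicase domain fragment enzyme | Reagent: Annealed dual-labelled DNA beacon duplex, ATP-started | Compound dosing: 10.9 µM single point, 0.8% DMSO | Incubation: 1 h reaction at 25 °C, ATP-initiated | Technique: Cy5 fluorescence | Evaluation: Percent inhibition from t60/t0 fluorescence ratio | Benchmarks: Low DMSO, high thioflavine S at 110 µM | Replication: Singlicate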
IMP-1 inh = blocks Pseudomonas aeruginosa IMP-1 metallo-beta-lactamase. purified IMP-1, nitrocefin hydrolysis, epi-absorbance fluorescence. inhibition, % at 5.6 µM. AID 1556. 290,000 tested, 0.45% active;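 active = inhibition above the mean plus 3 SD of all compounds in the same screening run, cut at about 4.5% in these data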;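 note: 0% = IMP-1 with DMSO and 100% = DMSO wells lacking enzyme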
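Material – recombinant IMP-1 enzyme, purified · Amount – IMP-1 0.2 nM before substrate addition · Medium – HEPES buffer pH 7.1 with ZnSO4 and Brij 35 · Timing – 25 °C, 15 min preincubation, 25 min reaction · Measured by – plate fluorescence quenching by hydrolysis product, ex 480/em 530 nm · Read-out – percent enzyme inhibition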
UBC9 SUMO inh = blocks human SUMOylation mediated by UBC9; P63279; inhibition, % at 35 µM; 290,000 tested, 0.36% active; HTRF SUMOylation assay, SAE1/SAE2 + UBC9, in vitro; in the data active = inhibition above about 50%, passing the limit was not always enough; note: strong numbers were not always called active
Target sequence (P63279 whole entry, looked up): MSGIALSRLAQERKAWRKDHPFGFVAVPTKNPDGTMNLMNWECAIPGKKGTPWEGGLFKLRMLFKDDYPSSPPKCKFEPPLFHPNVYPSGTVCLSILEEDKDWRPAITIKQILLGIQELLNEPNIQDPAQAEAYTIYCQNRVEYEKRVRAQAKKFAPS
VIM-2 inhibitor = blocks Pseudomonas aeruginosa VIM-2 metallo-beta-lactamase; purified VIM-2, nitrocefin hydrolysis, epi-absorbance fluorescence; inhibition, % at 5.6 µM; 290,000 tested, 0.89% active;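 active = inhibition above the mean of all tested compounds plus 3 SD, cutoff set per screening run, cut at about 7.5% in these data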;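 note: red hydrolysis product quenches plate fluorescence so inhibitors raise well fluorescence; 0% = enzyme with DMSO and 100% = DMSO without enzyme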
MEKK2 WT-MEK5 = raises or lowers MEK5 binding to wildtype human MEKK2 PB1 domain. binding response (% of control), % at 10 µM. 290,000 tested, 1.1% active. bead flow cytometry, Alexa488-MEK5 binding to MEKK2 WT; actives lie on both sides. AID 1531; in the data active = binding response below about 67% or above about 130%
PfM18AAP inh = PfM18AAP enzyme inhibition; recombinant PfM18AAP, H-Glu-NHMec fluorogenic cleavage; inhibition, % at 7.35 µM; 290,000 tested, 1.2% active; AID 1822;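 active = inhibition above the campaign mean inhibition over all tested compounds plus 3 SD, cut at about 28% in these data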;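 note: 0% = plate median of test compound wells and 100% = 2 mM ZnCl2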
The depositor's hits bear a star; / = not tested or not shown. The order is random; any-hit rate near 4.7%.

SMILES	NALP1 yeast inh	MEKK2mut PB1 HTS	FID counter	HCV NS3 hel inh	IMP-1 inh	UBC9 SUMO inh	VIM-2 inhibitor	MEKK2 WT-MEK5	PfM18AAP inh
O=C(CN1CCN(Cc2ccc(Cl)cc2)CC1)N/N=C/c1cccs1	10	1	-5	12	-2.9	15	-2.6	112	0
Cc1ccc(Nc2cc(C)c3ccc(O)cc3n2)cc1C	/	15	5	-62	-4.2	1	0.5	118	3
COc1ccc(NC(=O)[C@@H](NC(=O)N2C[C@H]3C[C@@H](C2)c2cccc(=O)n2C3)C(C)C)cc1OC	9	0	-8	-2	-2.4	8	-4.0	100	1
CC(C)(C)c1cc2cccnc2n1Cc1ccccc1	8	16	5	-15	-1.9	2	-4.2	107	14
CC(=O)c1cccc(NC(=O)N2CCCC2C(=O)Nc2ccccc2C)c1 (stereo not drawn)	1	/	-2	4	-2.7	1	-3.9	/	-4
CC(=O)N(c1ccc(C)cc1)c1nc(C)cc(C)c1C#N	2	-17	-10	-4	-0.8	1	-0.7	78	-6
Fc1ccc(N2CCN(Cc3cn[nH]c3-c3ccccc3)CC2)cc1	0	11	5	-10	-2.9	11	-1.5	107	-10
CCOC(=O)c1cc2c(ccn2C)n1CC(=O)N1CCN(c2ccc(F)cc2)CC1	5	-8	-35	8	-6.4	18	-3.3	91	-8
S=C(NCc1ccco1)N1CCN(Cc2ccc(Cl)cc2Cl)CC1	2	-1	-15	4	-1.5	-9	-4.8	96	-38
CCN(CC)Cc1cc(CCNC(=O)c2ccc(Cl)cc2)ccc1O	14	-6	7	-5	-1.8	9	-3.2	102	-4
Cc1cc(N/N=C/c2cccc(F)c2)nc(NCc2ccccc2)n1	15	25	5	-72	-3.1	-24	-1.3	140*	-3
COc1ccc(OC(=O)CN2C(=O)C3C4CCC(C4)C3C2=O)cc1 (stereo not drawn)	5	-2	-8	8	1.0	-1	3.6	95	-21
CCOC(=O)c1cc(-c2ccc(F)cc2)nc2c1c(=O)[nH]c(=O)n2Cc1ccccc1	24	11	-10	-1	-2.4	17	-3.5	102	-5
CN(C)CCCNc1ncnc2c1cnn2Cc1ccccc1Cl	12	1	9	0	-1.7	-1	-2.2	105	-2
Cc1ccc(NS(=O)(=O)c2ccc3c(c2)NC(=O)CCS3)cc1C	3	3	-31	-16	-2.1	14	-1.1	102	0
C[C@@H]1C(=O)O[C@H]2C[C@@]34[C@H]5C[C@@H](C(C)(C)C)[C@]36[C@@H](OC(=O)[C@@H]6O)O[C@@]4(C(=O)O5)[C@]21O	35	5	-1	-13	-3.3	1	-1.1	104	-5
COc1ccc([C@@H]2[C@@H]3C(=O)N(C(C)(C)C)C(=O)[C@@H]3[C@]3(C)C(=O)N(c4ccc(C)cc4)C(=O)N23)cc1	0	2	-40	-14	-3.3	4	-0.4	101	5
Cc1cc(F)c(F)c(C(=O)N2C(C)CCCC2C)c1Cl (stereo not drawn)	1	3	-4	-1	-3.2	5	-3.6	103	3
N#Cc1ccccc1NC(=O)Nc1ccccc1	-4	-7	-5	6	0.4	9	-2.7	93	-11
O=C(NCc1ccco1)c1ccc(C(F)(F)F)cc1	11	-1	-3	-2	-0.2	16	0.1	105	-10
O=C(NC1CCCCC1)C(c1ccc2ncccc2c1)N(Cc1ccc(F)cc1)C(=O)c1ccc2c(c1)OCCO2 (stereo not drawn)	5	/	-6	1	-1.4	3	-0.8	/	-3
O=C(CN1CCCN(Cc2ccc(F)cc2Cl)C1=O)NC1CCCCCC1	1	1	-31	3	0.8	6	-5.0	97	-12
O=C(O)c1ccccc1S(=O)(=O)NCC(O)COc1ccc(Br)cc1 (stereo not drawn)	15	-7	-18	2	-3.1	20	-0.9	97	3
COc1ccccc1/C=N/NC(=Nc1ccc(C)cc1)c1nc2ccccc2s1	9	/	-5	-5	0.7	22	-1.1	/	-2
COc1ccc(C(=O)NCC(=O)OCC(=O)N2CCc3ccccc32)cc1	1	-7	-11	-1	-1.0	1	4.1	89	-15

Next section, starting with the last 3 of the part before.
SMILES	NALP1 yeast inh	MEKK2mut PB1 HTS	FID counter	HCV NS3 hel inh	IMP-1 inh	UBC9 SUMO inh	VIM-2 inhibitor	MEKK2 WT-MEK5	PfM18AAP inh
O=C(O)c1ccccc1S(=O)(=O)NCC(O)COc1ccc(Br)cc1 (stereo not drawn)	15	-7	-18	2	-3.1	20	-0.9	97	3
COc1ccccc1/C=N/NC(=Nc1ccc(C)cc1)c1nc2ccccc2s1	9	/	-5	-5	0.7	22	-1.1	/	-2
COc1ccc(C(=O)NCC(=O)OCC(=O)N2CCc3ccccc32)cc1	1	-7	-11	-1	-1.0	1	4.1	89	-15
CC1=CC(C)(C)NC(=S)N1c1cccc(C)c1	0	-1	-1	2	-0.7	-1	0.2	92	-5
CCOc1ccc(-c2cc(CCCC(=O)NCc3ccc(C)cc3)no2)cc1	13	/	-14	2	-3.3	9	-3.6	/	7
O=C(O)CCCn1cc(NC(=O)c2ccc(F)cc2)cn1	19	13	2	1	-1.9	12	-2.2	104	-1
C=CCN(CC=C)C(=O)C1CCN(S(=O)(=O)c2ccc(N3CCCC3=O)cc2)CC1	8	-1	-33	-12	0.4	1	-2.6	101	-1
COc1ccccc1C(=O)C1CCCN(C(=O)c2cccc(-n3cccn3)c2)C1 (stereo not drawn)	-1	-9	-9	-3	-3.3	-6	-2.2	103	0
CC12CCCC[C@@H]1CCC1C2CCC2(C)C1CC[C@@]2(O)CNCCO (stereo partly drawn)	8	25*	-4	-52	-3.3	6	-2.7	136*	6
Cc1ccc(N2C(=O)[C@@H]3[C@H](C2=O)C2c4ccccc4C=CN2[C@@H]3C(=O)c2ccco2)c(C)c1 (stereo partly drawn)	-12	1	-22	24	-2.2	46	0.0	97	9
O=C(NCC1CCCN(C2Cc3ccccc3C2)C1)c1cccs1 (stereo not drawn)	6	-5	-1	18	0.9	-1	-1.0	94	25
COC(=O)c1ccc2c(c1)N(C)CCS2	-29	0	3	4	-2.8	23	-1.6	95	-2
C=CCn1c(=N)c(C(=O)NCCCOC)cc2c(=O)n3cccc(C)c3nc21	2	4	7	16	-0.3	26	25*	101	4
CCOC(=O)N=Nc1c(O)n(CC(=O)OC)c2ccccc12	16	1	-2	10	-2.5	19	-0.7	95	-4
COC(=O)Cc1csc(NC(=O)CSc2nnc3ccccn23)n1	8	1	-4	17	-2.4	-6	0.7	99	-7
O=C(CN(C(=O)CNS(=O)(=O)c1ccc(F)cc1)c1cccc(F)c1)NCC1CCCO1 (stereo not drawn)	25	1	-24	9	-1.2	10	-1.2	101	-8
Cc1cc(NC(=O)CCC(=O)N(Cc2ccco2)C(C(=O)NCC2CCCO2)c2ccncc2)no1 (stereo not drawn)	3	6	-11	-12	-2.5	4	-0.3	103	-4
Cc1ccc(C(=O)N/C(=C\c2ccccc2)C(=O)OCc2ccccc2)cc1	16	-6	-30	-8	-2.2	4	-1.4	87	-7
O=C(CN(Cc1ccccc1Cl)C(=O)c1csnn1)NC1CCCC1	-12	-3	-10	-5	-1.7	-17	0.4	100	1
Cc1ccc(CNC(=O)CCC(=O)N2CC(C)Oc3ccc(Cl)cc32)cc1 (stereo not drawn)	-4	0	-32	-30	-1.4	-3	-1.2	92	-6
O=C1CSC(=S)N1/N=C/c1c(F)cccc1F	-13	-2	-10	8	12*	2	-2.1	96	37*
C=CCn1c(-c2ccccc2)cc(SC)c(C#N)c1=O	-4	-16	-1	5	-2.1	-23	-0.6	64	-11
CCC1Sc2ccccc2N(CC(=O)NCc2ccccc2OC)C1=O (stereo not drawn)	-1	7	-20	-4	-0.8	-7	-2.8	101	4
Cn1c(=O)c2c(nc(SCC(=O)N3CCCc4ccccc43)n2C)n(C)c1=O	/	/	-11	-2	-2.7	/	-0.4	/	3
Cc1csc(=NC(=O)c2ccccc2)n1C	2	3	-10	16	-5.6	17	-4.0	104	3
COc1ccc(OC)c(CCNC(=O)C(C)n2nc(C)c3c(C)n(-c4ccc(C)cc4)nc3c2=O)c1 (stereo not drawn)	-7	9	-48	-3	-2.4	/	-1.1	102	4
CC1(C)CC(=O)C2=C(C1)NC(=O)CC2C(=O)NCc1ccc(F)cc1 (stereo not drawn)	26	6	1	0	0.6	8	-0.8	115	-3
CC(O)(c1ccccc1)C(c1ccccc1)C1CCCCN1 (stereo not drawn)	10	8	7	17	-2.2	9	-2.5	115	-1

Later entries
SMILES	NALP1 yeast inh	MEKK2mut PB1 HTS	FID counter	HCV NS3 hel inh	IMP-1 inh	UBC9 SUMO inh	VIM-2 inhibitor	MEKK2 WT-MEK5	PfM18AAP inh
Cn1c2c(c(=O)n(C)c1=O)C(C(F)(F)F)(C(F)(F)F)N=C(CCC1CCCCC1)N2	12	-1	-34	9	-2.8	-6	-0.6	101	1
O=C(NCc1nc2ccccc2[nH]1)C1=C[C@@H](C2CC2)C[C@@H](OCc2ccc(CO)cc2)O1	0	-7	-18	-14	-1.7	-4	-1.1	83	4
CCc1cccc(OCCCn2ccnc2)c1	34	1	7	-5	0.0	0	-2.0	103	3
Cc1cc(C)c(C#N)c(Cl)n1	/	0	2	11	-3.4	6	-2.7	107	-3
N#C/C(=C\c1c(F)cccc1Cl)c1nn(-c2ccccc2)c(-n2cccc2)c1C#N	8	-4	-4	-3	-2.5	1	-1.7	93	3
COc1ccc(N(CC(=O)Nc2ccccc2C(F)(F)F)C2=NC3CS(=O)(=O)CC3S2)cc1 (stereo not drawn)	5	-4	-25	-26	-2.2	2	-3.3	100	1
O=S(=O)(c1ccc(Cl)nc1)N1CCCCC1	13	11	-7	0	-4.0	4	-2.1	106	-1
COc1ccc(C(=O)NCC(=O)Nc2ccc(-c3ccccc3)cc2)cc1	11	0	-7	-1	-2.2	39	-1.2	97	-8
Cc1cccc(C)c1NC(=O)CCCSc1nc2ccccc2s1	23	0	-19	-3	-2.6	-24	-3.9	96	-4
O=C(CSc1cccc[n+]1[O-])Nc1ccc([N+](=O)[O-])cc1Cl	-4	-8	-1	7	-2.4	3	-3.3	92	-7
CCCCN(CC(=O)NC(C)(C)C)C(=O)C(=O)Nc1ccc2c(c1)OCCO2	8	1	-23	6	-2.5	15	-4.8	92	2
CC(=O)N(CCC1(C(C)C)CCOC(C)(C)C1)Cc1ccco1 (stereo not drawn)	18	-1	-26	5	-1.9	9	-4.6	99	6
CCn1cc(S(=O)(=O)Nc2ccc3c(c2)OCCO3)cn1	-2	0	0	19	-2.6	12	-3.0	94	6
NC(=O)c1ccccc1OC1CCC1	/	24	-1	7	-2.4	6	-0.1	109	-1
Cc1ccc(Cc2nc(-c3ccncc3)no2)cc1	17	-22	-13	-2	0.9	1	0.9	73	11
CCOC(=O)C1=C(CC)Nc2ccccc2N=C1NC(=O)c1ccc(S(=O)(=O)N(C)C)cc1	1	2	-14	0	-3.3	23	-2.2	98	2
O=C(c1ccco1)N1CCN(CC(=O)N(C2CCCCC2)C2CCS(=O)(=O)C2)CC1 (stereo not drawn)	-16	3	-9	0	-0.9	1	-0.7	108	0

Shown as a hit in VIM-2 inhibitor, among the entries above:
mol,NALP1 yeast inh,MEKK2mut PB1 HTS,HCV NS3 hel inh,IMP-1 inh,UBC9 SUMO inh,VIM-2 inhibitor,MEKK2 WT-MEK5,PfM18AAP inh
C=CCn1c(=N)c(C(=O)NCCCOC)cc2c(=O)n3cccc(C)c3nc21,2,4,16,-0.3,26,25*,101,4
